FAS-TE inh – FAS thioesterase (human) inhibition; P49327; recombinant FAS-TE, OMFH fluorogenic substrate, fluorescence endpoint; inhibition, % at 15 µM; 0.67% of 360,000 active; AID 602261;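 active = compounds whose normalised, plate-corrected inhibition of enzyme fluorescence in the single-dose primary screen is 50% or more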;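 note: 0% = DMSO with enzyme and 100% = substrate without enzyme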
SKN-1 block – inhibitors of C. elegans SKN-1 | inhibition, % at 21.8 µM | 0.49% of 360,000 active | C. elegans VP596 Pgst-4::GFP/RFP ratio, acrylamide-induced, 24 h;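 active = interference check ratio from 0.5 to 1.5 plus GFP to RFP signal ratio inhibition reaching or exceeding a fixed threshold, cut at about 30% in these data, passing the limit was not always enough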; note: some compounds called inactive have numbers as strong as hits
MT1-MMP act inh – MT1-MMP (human) activation inhibition | P50281 | HT1080 RFP-PRO-GFP cells, GFP/RFP ratio fluorescence, overnight; percent of plate control window, DMSO zero | GFP/RFP ratio change, % at 20 µM | 0.061% of 360,000 active;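 active = GFP/RFP ratio change of at least 30% with cell ATP level not reduced by more than half and red fluorescence within 50% of control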; note: strong numbers were not always called active
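Read-out: GFP/RFP fluorescence ratio; Test system: RFP-PRO-GFP reporter HT1080 cells; Compound dosing: single-point 20 µM compound, 1% DMSO; Times: overnight compound exposure at 37 °C.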
MsrA inhibitor – inhibitors of bovine MsrA; purified bovine MsrA, absorbance read-out; inhibition, % at 15.5 µM; 0.75% of 360,000 active; in the data active = inhibition above about 4.5%;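 note: 0% = vehicle wells with enzyme and 100% = reference inhibitor wells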
PABP1 MLLE inh – blocks PAM2 peptide binding to the PABP1 MLLE domain; AID 588489; GST-MLLE / FITC-PAM2 fluorescence polarization; inhibition, % at 20 µM; 0.36% of 360,000 active; P11940; in the data active = inhibition above about 35%, passing the limit was not always enough;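 note: plate controls were DMSO wells with GST-MLLE for no effect and wells lacking GST-MLLE protein for full effect; some results filed as inactive read as strong as hits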
TbMetRS inhib – Trypanosoma brucei MetRS inhibition; 0.4% of 360,000 active; inhibition, % at 11.9 µM; purified T. brucei MetRS, ATP depletion, Kinase-Glo luminescence; AID 624268;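 active = inhibition above a per-plate cutoff of the control wells' mean inhibition plus 3 SD, cut at about 5.5% in these data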;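 note: 0% = DMSO wells median and 100% = median of wells with control inhibitor compound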
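technique = Kinase-Glo luminescence, ATP depletion format | system = purified MetRS (methionyl-tRNA synthetase) enzyme from Trypanosoma brucei | timing = 15 min preincubation, 2 h reaction, all 25 °C | evaluation = percent inhibition versus plate control medians | dosing = single dose, 11.9 µM final nominal, 0.9% final DMSO | also added = substrates ATP, L-methionine and bulk Escherichia coli tRNA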
MsrA act – activates bovine MsrA enzyme. AID 602163. purified bovine MsrA, absorbance read-out. activation, % at 10.6 µM. 0.3% of 360,000 active; in the data active = activation above about 7.5%;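 note: 0% = vehicle and 100% = reference activator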
E coli Lon inh – inhibitors of E. coli Lon protease | AID 602123 | purified E. coli Lon protease, fluorescence polarization | inhibition, % at 7.94 µM | 0.42% of 360,000 active | P0A9M0; in the data active = inhibition above about 13%, passing the limit was not always enough;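 note: 0% = enzyme with probe and DMSO and 100% = no enzyme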
NRP1-CendR mod – alters CendR peptide binding to human NRP-1. AID 602438. FAM-RPARPAR peptide binding to NRP-1, fluorescence polarization. inhibition, % at 25 µM. O14786. 0.85% of 360,000 active;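 active = inhibition or corrected inhibition above about 18%, plus a signal ratio from 0.5 to 1.5, limit read from the data, passing the limit was not always enough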; note: strong numbers were not always called active
* = called active by the depositor; nt = no result given.

SMILES	FAS-TE inh	SKN-1 block	MT1-MMP act inh	MsrA inhibitor	PABP1 MLLE inh	TbMetRS inhib	MsrA act	E coli Lon inh	NRP1-CendR mod
Cn1ccnc1-c1nc2ccccc2[nH]c1=O	-10	5	-2	0.8	4	-0.6	-11	1	-1
Cc1cc(C)c(S(=O)(=O)N2CCCCC2CCNC(=O)C(=O)NCc2ccccn2)c(C)c1 (stereo not drawn)	-3	0	7	0.2	16	-0.6	-3	0	13
CCc1cc2c(-c3ccccc3)cc(=O)oc2cc1OCC(=O)NCC1CCC(C(=O)O)CC1 (stereo not drawn)	0	-6	4	0.8	-1	-1.9	-6	2	-1
CN(C)S(=O)(=O)c1cccc(C(=O)NCC2CCCCC2)c1	1	6	8	-0.8	-8	0.0	-2	5	2
CC(=O)c1cnc2c(-c3ccc(Cl)cc3)c(C)nn2c1C	6	-7	5	0.6	-2	-0.6	-2	-11	-13
O=C(N/N=C/c1cccs1)c1cnccn1	-12	-11	3	3.1	0	-0.7	-8	-2	-6
Brc1cccc(-c2nnco2)c1	-5	12	-1	-0.2	1	-0.6	-6	0	12
O=C(COC(=O)c1ccccc1F)NC1CC1	-3	9	-5	-1.1	-6	-0.3	0	-5	-7
Cc1ccc(C(=O)c2ccc(O)cc2)cc1C	1	3	-2	0.0	4	-0.7	-1	-6	-8
C(=C\c1ccncc1)/c1ccccc1	-2	13	4	-0.7	8	-1.3	-7	-2	-1
CC(C)CN(C(=O)c1ccc(F)cc1F)c1c(N)n(CC(C)C)c(=O)[nH]c1=O	-4	5	2	0.3	-7	0.0	0	-11	-10
O=C(NCCCN1CCOCC1)c1ccc2c(c1)N(Cc1cccc(Cl)c1)C(=O)CS2	-1	-4	0	-0.3	9	-0.6	-1	-4	6
CCCC(=O)NC(c1ccc(Cl)cc1Cl)c1ccc2cccnc2c1O (stereo not drawn)	2	-9	6	-0.6	-3	-0.8	-5	12	6
COC(=O)C1=C(C)N(CC2CC2)C(=NCc2cccc(Cl)c2)N[C@H]1c1ccccc1	-11	20	-11	-2.5	-111	-0.2	0	-27	-16
CC(C)C[C@H](NC(=O)NCc1ccc(Cl)cc1)C(=O)O	-8	7	7	0.4	-8	0.1	-5	12	7
COc1ccc(C(CNC(=O)c2cccc(NS(=O)(=O)c3ccccc3)c2)N(C)C)cc1 (stereo not drawn)	-4	8	-4	-0.5	2	0.0	2	4	-6
O=C(Nc1ccccc1Cl)C1CCCN(c2ncnc3c2nc2n3CCCCC2)C1 (stereo not drawn)	4	-1	1	1.5	5	0.0	0	-2	3
COc1ccc(C2CC(O)(c3ccccc3)Oc3cc(OC)cc(OC)c32)cc1 (stereo not drawn)	26	9	-2	-1.1	1	-0.2	0	5	12
CCOC(=O)c1c(N)nn(C(=O)C(C)(C)C)c1-c1ccccc1	4	-16	1	-0.1	-5	0.1	-2	1	-4
O=C(Nc1ccc2oc(-c3ccncc3)nc2c1)c1ccc(Br)o1	1	20	3	2.4	-9	0.1	-4	5	-113

3 compounds already listed, sorted by their value in NRP1-CendR mod, low to high:
compound,SKN-1 block,MT1-MMP act inh,MsrA inhibitor,PABP1 MLLE inh,TbMetRS inhib,MsrA act,E coli Lon inh,NRP1-CendR mod
O=C(Nc1ccc2oc(-c3ccncc3)nc2c1)c1ccc(Br)o1,20,3,2.4,-9,0.1,-4,5,-113
CC(C)CN(C(=O)c1ccc(F)cc1F)c1c(N)n(CC(C)C)c(=O)[nH]c1=O,5,2,0.3,-7,0.0,0,-11,-10
COc1ccc(C2CC(O)(c3ccccc3)Oc3cc(OC)cc(OC)c32)cc1 (stereo not drawn),9,-2,-1.1,1,-0.2,0,5,12

The list goes on:
SMILES	FAS-TE inh	SKN-1 block	MT1-MMP act inh	MsrA inhibitor	PABP1 MLLE inh	TbMetRS inhib	MsrA act	E coli Lon inh	NRP1-CendR mod
O=C(CN1CCN(Cc2cccc(F)c2)CC1)NCc1ccccc1	-3	-1	1	0.6	6	-0.2	-2	-9	2
COc1ccc(C2=NN(c3nc(C)cc(C)n3)C(=O)C2)cc1	-3	-2	4	3.1	24	-0.2	-2	6	-12
Cn1c(=O)c2c(nc(N3CCc4ccccc4C3)n2Cc2ccccc2F)n(C)c1=O	43	-1	-31	-0.4	-3	0.8	-1	4	2
CCOC(=O)C1(CC)NC(c2ccco2)C2C(=O)N(c3ccc(C)cc3)C(=O)C21 (stereo not drawn)	-5	-19	-5	-0.4	3	-2.0	-12	-9	-2
C=CCOn1c(C)c(C(C)=O)c2c3nonc3ccc21	-6	-1	-5	0.3	-3	-1.4	-2	-6	-2
COc1ccc(/C=C/C(=O)Nc2cc(C)nn2-c2nc3ccccc3[nH]2)cc1	7	7	-1	2.9	7	-0.6	-11	-3	3
COc1ccc(S(=O)(=O)NCCc2cc3ccc(C)c(C)c3[nH]c2=O)cc1	0	15	2	0.2	-1	-0.6	-2	3	0
Cn1c(CNC(=O)c2ccccc2)nnc1SCC(=O)N1CCN(c2ccccc2)CC1	-8	-4	3	0.2	0	-0.8	-4	-8	3
COc1cccc(N2CCN(C(=O)c3ccc(CS(=O)c4ccc(Cl)cc4)o3)CC2)c1 (stereo not drawn)	0	22	-6	-1.1	0	0.5	-1	-3	-1
Cc1ccc(Cn2c(O)c(N=NC(=S)Nc3ccccc3F)c3cc(S(=O)(=O)N4CCOCC4)ccc32)cc1	41	7	13	3.0	26	-0.8	-1	0	0
CC1CC(C)CN(C(=O)COC(=O)COc2ccc(C#N)cc2)C1 (stereo not drawn)	-6	13	4	-0.7	-4	-0.3	-1	11	5
CCN(CC)C(=O)C1=C(C)N(CCCOC)C(=O)C(CC(=O)NCCCCc2ccccc2)C1 (stereo not drawn)	-8	-5	2	0.5	17	0.2	-7	-12	-3
Cc1nc2c(C(=O)Nc3ccc(N4CCCC(O)C4)cc3)snc2c(=O)[nH]1 (stereo not drawn)	-9	-6	0	3.3	-6	-0.7	-6	1	2
COc1cc(C(c2c(C)[nH][nH]c2=O)c2c(C)[nH][nH]c2=O)cc([N+](=O)[O-])c1O	2	7	5	1.5	-18	-0.2	-2	-6	16
COc1ccc(C(=O)N2CCC(O)(c3ccc(Cl)cc3)CC2)cc1OC	-3	0	6	0.4	10	0.1	-1	4	-2
O=C1CC(=C(c2ccccc2)c2ccccc2)C(=O)N1CCCCN1CCN(c2cccc(Cl)c2)CC1	18	-5	-1	2.4	20	-0.8	-4	-5	6
CCCCN(C(=O)C1=COCCO1)c1c(N)n(Cc2ccccc2)c(=O)[nH]c1=O	-7	0	2	0.3	-17	-0.6	-8	-1	-3
CC(C)(C)OC(=O)C1=C(CO)CS[C@@H]2[C@H](NC(=O)Cc3ccccc3)C(=O)N12	-8	-4	-1	0.6	31	0.4	-3	-8	16
Fc1ccccc1CSc1nnc(-c2cnccn2)n1Cc1ccco1	-1	11	0	-0.8	-18	3.8	-3	-7	1
Cc1nn(CC(O)Cn2cnc3c2c(=O)n(C)c(=O)n3C)c(C)c1Br (stereo not drawn)	-3	12	-1	1.5	-7	0.0	1	3	6
CCOc1cc(N2CCOCC2)c(OCC)cc1NS(=O)(=O)c1ccc2c(c1)CC(=O)N2	-8	8	-1	-1.7	-5	0.0	-3	0	10
Cc1ccc(CN(C(=O)COc2ccc(Br)cc2)C2CCS(=O)(=O)C2)o1 (stereo not drawn)	16	8	0	1.2	-5	0.3	0	1	-3
COc1cc(/C=N/NC(=O)C(=O)NCc2ccco2)ccc1O	-8	10	3	3.8	-16	-0.1	-3	-4	12
CCOC(=O)c1ccc(NC(=O)CCc2c(C)nc3ncnn3c2C)cc1	-4	11	2	0.3	2	-1.2	-11	-8	7
O=C(CSc1nc2ccccc2n1CCc1ccccc1)N1CCOCC1	-4	2	4	1.4	-7	0.0	-1	2	-8
CN(Cc1ccccc1)C(=O)COC(=O)CN1C(=O)c2ccccc2C1=O	-3	-6	-2	0.0	-7	-0.4	-5	-2	0
NC(=O)COC(=O)c1ccccc1SCC(=O)NC1CCCCCC1	-4	3	2	0.9	0	-1.4	-6	-11	-4
COc1cc2cc(C(N)=O)c(N)nc2cc1OC	-6	16	16	0.0	15	-0.3	-1	-5	-8
O=C(N1CCc2[nH]c3ccccc3c2C1)C(F)(F)F	-6	-8	-4	1.2	5	-0.9	-3	-5	-4
Cc1ccc2c(C)c(C(=O)NCc3ccc(S(N)(=O)=O)cc3)oc2c1	1	-2	-4	0.3	1	-0.7	-6	0	-2
O=C(Nc1ccccc1C(=O)NCCCn1ccnc1)c1ccccc1	-9	-1	1	nt	0	-0.7	-2	1	6
Cc1ccc(C(=O)N2CCCCC2)cc1S(=O)(=O)N1CCCC1	2	15	-1	-0.2	8	0.0	-5	-5	9
Cc1ccc(CNC(=O)C2CCCN2C(=O)NCc2ccccc2)cc1 (stereo not drawn)	-6	24	1	0.0	5	-0.2	-2	2	5
COc1cc(OC)cc(C(=O)NCc2nc(-c3ccccc3)no2)c1	6	14	6	-0.9	1	-0.2	-2	-4	2
CCOC(=O)c1c(C)[nH]c(C)c1C(=O)COC(=O)C1CCCN1S(=O)(=O)c1ccccc1F (stereo not drawn)	-3	-34	0	1.1	-13	-0.8	-14	-10	-7
O=C(Nc1ccc(Br)cn1)c1cccc2c1-c1ccccc1C2=O	2	15	-7	-0.3	9	-0.7	-4	2	-5
COCC1CCCCN1C(=O)c1cc(COc2ccc(C)c(C)c2)on1 (stereo not drawn)	0	6	4	-0.3	-7	0.0	-2	12	1
COc1cc(/C(C)=N\NC(N)=S)cc(OC)c1OC	-6	1	1	-0.2	-12	0.2	1	-8	0
CC1(C(=O)O)CCCN1C(=O)c1ccco1 (stereo not drawn)	-6	-14	8	-0.8	5	-0.2	-10	-7	1
O=c1c([N+](=O)[O-])c(N2CCOCC2)c2ccccc2n1Cc1ccccc1	22	-6	-1	-0.1	0	2.0	-2	8	-2

Profiles, quoted from the list.
Entry for COCC1CCCCN1C(=O)c1cc(COc2ccc(C)c(C)c2)on1 (stereo not drawn) → FAS-TE inh: 0; SKN-1 block: 6; MT1-MMP act inh: 4; MsrA inhibitor: -0.3; PABP1 MLLE inh: -7; TbMetRS inhib: 0.0; MsrA act: -2; E coli Lon inh: 12; NRP1-CendR mod: 1
Entry for O=c1c([N+](=O)[O-])c(N2CCOCC2)c2ccccc2n1Cc1ccccc1 → FAS-TE inh: 22; SKN-1 block: -6; MT1-MMP act inh: -1; MsrA inhibitor: -0.1; PABP1 MLLE inh: 0; TbMetRS inhib: 2.0; MsrA act: -2; E coli Lon inh: 8; NRP1-CendR mod: -2

Later entries
SMILES	FAS-TE inh	SKN-1 block	MT1-MMP act inh	MsrA inhibitor	PABP1 MLLE inh	TbMetRS inhib	MsrA act	E coli Lon inh	NRP1-CendR mod
COc1ccc(NC(=O)c2cc3c(Cl)nc4ccccc4c3s2)c(OC)c1	-9	3	0	-0.1	0	-0.4	-2	-6	-2
CCOC(=O)c1cnc2c(-c3ccccc3)cnn2c1C	7	24	1	-1.3	2	-0.1	-4	2	-1
CCC(C)n1cnc2c(c1=O)c1nc3ccccc3nc1n2Cc1ccccc1OC (stereo not drawn)	16	-11	-1	0.2	-6	-1.6	-3	2	-18
O=[N+]([O-])c1cccc(C2NCC(c3ccccc3Cl)c3c2[nH]c2ccccc32)c1 (stereo not drawn)	28	2	-3	0.1	0	-1.0	-11	7	6
CCOc1ccc(C2=C(C=Nc3c(C)n(C)n(-c4ccccc4)c3=O)C(c3ccc(F)cc3)c3ccccc3O2)cc1 (stereo not drawn)	23	9	-10	nt	-9	0.2	-4	1	2
O=C(Cc1ccccc1)NC(NNc1ccccc1)(C(F)(F)F)C(F)(F)F	6	-11	-8	-0.4	0	-0.5	-7	-4	0

Source: PubChem (several laboratories)
